# Bioassay records deposited in PubChem by National Center for Advancing Translational Sciences (NCATS).
# BCR signal inh: chronic active BCR signaling inhibition | ABC-DLBCL IkBa-CBG/CBR reporter, luminescence ratio, 4 h | Potency, µM (doses to about 46.1 µM), without a hit: at the top dose ratio change, negative = lower green/red ratio, most hits filed as inhibitors | 340,000 compounds, 0.05% hits | AID 493014; active = well fitted inhibition curve with a large enough effect in the signal ratio, with a control signal flat, not every such curve was filed as active; inconclusive = small, poorly fitted or top-dose-only effect, or effect the other way, or a change in a side signal; the % refers to the signal ratio;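 note: potency is the fitted concentration of half-maximal effect; plate controls were basal doxycycline-induced cells for no effect and cells given 10 µM MG132 for full effect; MG132 reads +100%, hits lower the ratio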
#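 Compounds up to 46 uM were incubated four hours with TMD8 cells whose green CBG68 luciferase is fused to IkappaBalpha; red CBR luminescence normalised the signal, and concentration-effect curves were fitted to fusion, red and ratio data.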
# TCR act: T cell receptor activation; primary human leukocytes, anti-CD3, IL-2 HTRF, 48 h; Potency, µM (series often up to 9.22 µM), for inactives: at the highest dose activation of IL-2 secretion, most hits filed as activators; 330,000 tested, under 10 active; AID 504894; note: % of control where 0% means no effect
#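 Primary human leukocytes receive a-CD3 beads and test compound and are incubated 48 hr. Secreted IL-2 is then assayed by HTRF, measuring 665nm acceptor emission after 320nm excitation of the europium donor.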
# Tb PFK block: blocks T. brucei phosphofructokinase. O15648. T. brucei PFK, ADP-Glo luminescence. Potency, µM (highest dose often 57.5 µM), without a hit: at the highest dose activity, negative = inhibition, actives largely listed as inhibitors. 330,000 compounds, 0.17% hits;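 note: potency is the fitted concentration of half-maximal effect; 0% = uninhibited 1x PFK enzyme wells and -100% = no-enzyme wells; nearly all actives have a fitted effect of over 60% in size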
#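 Luminescent ADP detection (ADP-Glo, two-step: ATP depletion then ADP-to-ATP conversion for luciferase) reported PFK activity after 45 min room-temperature reaction of 1.25 nM enzyme with 0.5 mM F6P and 0.1 mM ATP at pH 8.0.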
# TSHR antag: human thyrotropin receptor antagonism. TSHR-expressing cells, TSH-stimulated cAMP HTRF, 2 h; hits give low values. activity change, negative = inhibition, % at 11.5 µM. P16473. AID 504810. 330,000 compounds, 0.2% hits;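 active = activity change below a set negative limit, meaning inhibition stronger than a set level, cut at about -70% in these data; inconclusive = activity change between two set negative limits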; note: % is set by controls: 0 for no effect and ±100 for the full control effect
# Target sequence (P16473 whole entry, looked up): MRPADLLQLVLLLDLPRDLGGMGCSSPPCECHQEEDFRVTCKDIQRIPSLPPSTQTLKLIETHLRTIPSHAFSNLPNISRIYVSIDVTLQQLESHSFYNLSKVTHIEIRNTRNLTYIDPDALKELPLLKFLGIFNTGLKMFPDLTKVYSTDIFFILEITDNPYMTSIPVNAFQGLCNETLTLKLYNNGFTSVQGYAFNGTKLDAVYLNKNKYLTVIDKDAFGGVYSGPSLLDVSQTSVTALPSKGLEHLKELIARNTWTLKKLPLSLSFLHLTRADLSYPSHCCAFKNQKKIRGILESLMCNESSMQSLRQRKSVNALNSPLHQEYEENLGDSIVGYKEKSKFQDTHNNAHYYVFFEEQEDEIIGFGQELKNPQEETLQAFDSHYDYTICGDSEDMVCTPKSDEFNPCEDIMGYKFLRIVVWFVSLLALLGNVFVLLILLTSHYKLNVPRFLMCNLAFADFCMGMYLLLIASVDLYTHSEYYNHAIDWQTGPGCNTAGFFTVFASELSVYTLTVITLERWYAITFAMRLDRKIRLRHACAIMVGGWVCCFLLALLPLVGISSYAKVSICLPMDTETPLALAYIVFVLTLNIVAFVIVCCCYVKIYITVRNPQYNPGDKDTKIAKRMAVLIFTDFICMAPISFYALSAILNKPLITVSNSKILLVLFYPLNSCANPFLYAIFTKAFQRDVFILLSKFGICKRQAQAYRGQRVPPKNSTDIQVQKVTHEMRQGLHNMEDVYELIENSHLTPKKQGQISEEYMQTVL
#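 Read-out is FRET at 665 nm (cryptate excitation 337 nm) from a cryptate-tagged anti-cAMP antibody, competed by cell cAMP against cAMP-d2. Compounds are tested on freshly harvested TSHR cells challenged with 4nM TSH (EC80) for 2 hours at 37 deg C.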
# TSG101-PTAP inh: blocks PTAP/TSG101 interaction to inhibit HIV-1 budding | 340,000 tested, under 10 active | Potency, µM (highest dose often 115 µM), for the others: at the top dose activity change, negative = inhibition, usual class: inhibitors | Q99816 | Fluorescence polarization, FITC-PTAP peptide / Tsg101 binding; active = well fitted inhibition curve with a large enough effect in the main read-out, with a control signal flat, not every such curve was filed as active; inconclusive = small, poorly fitted or top-dose-only effect, or effect the other way, or a change in a side signal; inactive = no such curve, though single readings can be large or run the other way; note: potency is the fitted concentration of half-maximal effect; % of control where 0% means no effect
# Target sequence (Q99816 whole entry, looked up): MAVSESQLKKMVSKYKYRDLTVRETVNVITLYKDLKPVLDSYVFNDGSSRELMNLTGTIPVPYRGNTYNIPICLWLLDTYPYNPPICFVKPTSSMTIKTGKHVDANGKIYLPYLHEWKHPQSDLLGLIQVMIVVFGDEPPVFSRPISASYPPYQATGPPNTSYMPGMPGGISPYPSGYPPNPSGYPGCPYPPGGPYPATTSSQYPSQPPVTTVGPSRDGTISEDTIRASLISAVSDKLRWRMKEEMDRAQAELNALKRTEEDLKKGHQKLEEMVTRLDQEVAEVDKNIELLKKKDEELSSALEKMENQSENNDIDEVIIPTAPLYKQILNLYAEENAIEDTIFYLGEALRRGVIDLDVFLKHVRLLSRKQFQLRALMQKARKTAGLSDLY
#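 Compounds were pin-transferred onto Tsg101 binding domain (10 uM final) in HEPES pH 7.5 buffer, then FITC-PTAP peptide was added at 50 nM final. After 20 min at RT, polarization reported peptide displacement across a qHTS concentration series.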
# B2AR arrestin: recruits beta-arrestin to the human beta2-adrenergic receptor; P07550; beta-arrestin recruitment to beta2AR, cell-based reporter; 330,000 compounds, 0.02% hits; Potency, µM (doses to about 46.1 µM), for inactives: at the top dose activation, usual class: activators;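 note: potency is the fitted concentration of half-maximal effect; 0% = DMSO controls and full agonism = EC100 isoproterenol or metaproterenol; nearly all actives have a fitted effect of over 65% in size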
# uPA generation: blocks generation of uPA at the cell surface; cell surface uPA generation assay, qHTS; Potency, µM (top dose mostly 38.3 µM), inactives show top-dose activity change, negative = inhibition, actives largely listed as inhibitors; 330,000 compounds, 0.31% hits; AID 540303; active = well fitted inhibition curve with a large enough effect; inconclusive = small, poorly fitted or top-dose-only effect; inactive = no such curve, though single readings can be large or run the other way; tested in mouse RAW 264.7 cells; note: potency is the fitted concentration of half-maximal effect; % is set by controls: 0 for no effect and ±100 for the full control effect; nearly all actives have a fitted effect of over 55% in size
# USP2a inh: USP2a (human) protease inhibition. USP2 core, Ub-CHOP2 coupled fluorogenic reporter, 485/531. AID 463254. 330,000 compounds, 0.01% hits. Potency, µM (top dose mostly 38.3 µM), without a hit: top-dose activity change, negative = inhibition, hits mostly inhibitors;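 note: potency is the fitted concentration of half-maximal effect; plate controls were DMSO wells for no effect and full inhibition by NEM control for full effect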
#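 Cell-free coupled assay: 10nM USP2 core preincubated 30min RT with compound in Tris-HCl pH 8.0/CaCl2/CHAPS buffer, then 25nM Ub-CHOP2 and 25nM reporter substrate; fluorescence (Ex 485/Em 531) read after 60min RT, normalized to NEM inhibition, concentration-response curves fitted.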
# Mito fusion act: mitochondrial division inhibition or fusion activation; 320,000 compounds, 0.23% hits; Potency, µM (top dose mostly 46.1 µM), for inactives: at the highest dose growth rescue (activation), hits mostly activators; S. cerevisiae fusion-defective mutant growth rescue, CellTiterGlo 48 h;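 note: potency is the fitted concentration of half-maximal effect; % of control where 0% means no effect; nearly all actives have a fitted effect of over 45% in size; temperature-sensitive fusion mutants such as fzo1-1 at 37 °C on non-fermentable ethanol glycerol medium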
#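 Yeast fusion mutant, YPEG (non-fermentable carbon), compound, 48 h at 37C non-permissive; CellTiterGlo added, 10 min RT, luminescence read. Rescued growth = division inhibition.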
# Eya2 phos inh: blocks the phosphatase activity of human Eya2; recombinant Eya2, OMFP fluorescence dephosphorylation (OMFP is methylfluorescein phosphate); Potency, µM (series often up to 76.9 µM), for inactives: at the top dose activity, negative = inhibition, hits mostly inhibitors; 330,000 compounds, 0.006% hits; note: potency is the fitted concentration of half-maximal effect; % is set by controls: 0 for no effect and ±100 for the full control effect
#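 Eya2 (0.2 uM) preincubated 10 min at ambient with compound, then OMFP substrate added at 50 uM; 10 min reaction in 50 mM HEPES pH 7.5, 50 mM NaCl, 5 uM MgCl2, 0.05% BSA, 1 mM DTT. Fluorescence read at Ex 485/Em 525 nm.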
# ELG1 DNA repair: blocks ELG1-dependent DNA repair in HEK293T cells. HEK293T ELG1-luciferase reporter, luminescence, 16 h; DNA damage induced by 5-fluorouridine. Potency, µM (top dose mostly 46.1 µM), inactives show top-dose activity change, negative = inhibition, hits mostly inhibitors. 330,000 compounds, 2.3% hits; note: potency is the fitted concentration of half-maximal effect; % is set by controls: 0 for no effect and ±100 for the full control effect; nearly all actives have a fitted effect of over 55% in size
#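 Luminescence from the luciferase reporter, measured 30 min after ONE-Glo reagent at room temperature, was the read-out. Beforehand, 2,000 cells per well were exposed for 16 hr at 37 °C to 5-fluorouridine together with compound or vehicle.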
# Active calls of the source: *; ? = inconclusive; / = not tested or not shown; [ ] = dose if it differs, or a comment. Unless noted, calls come from the whole dose curve; as a rule, active = well fitted curve in the direction sought with a large enough effect; inconclusive = small, poorly fitted or top-dose-only effect, or another doubt; inactive = no such curve, though single readings can be large; an effect the other way counts as inactive or inconclusive.
SMILES,BCR signal inh,TCR act,Tb PFK block,TSHR antag,TSG101-PTAP inh,B2AR arrestin,uPA generation,USP2a inh,Mito fusion act,Eya2 phos inh,ELG1 DNA repair
C=CCN1CC2CC3(COc4cc(C)cc(C)c4)C=CC2(O3)C1=O (configuration not stated),4%,5%,0%,-9,-3%,0.5%,2%,4%,-4%,10%,-4%
O=C(COC(=O)C1=COCCO1)NC1CCCCCCC1,1%,0%,-1%,-6,-1%,0.2%,-2%,1%,6%,4%,15%
CCc1ccc(C(C)(O)C(CN2CCOCC2)c2ccccc2)cc1 (configuration not stated),-1%,11%,1%,-2,-4%,0.5%,-1%,1%,4%,-9%,-5%
O=C(NCC(=O)N1CCCCCC1)c1ccc(Cl)cc1,2%,2%,0%,2,-3%,0.6%,6%,-2%,3%,2%,?
Cc1nc(-c2ccc(F)cc2)c(CC(=O)N2CCN(S(=O)(=O)c3cccc(Cl)c3)CC2)s1,12%,0%,8%,-1,-6%,0.0%,-1%,-1%,8%,25%,?
CSCCC(NC(=O)COc1ccccc1)C(=O)NCC1COc2ccccc2O1 (configuration not stated),3%,-5%,-16%,21,-1%,0.0%,2%,-2%,0%,-9%,2%
O=C(NC1CCCCCC1)c1ccc(CS(=O)(=O)Cc2ccc(F)cc2)o1,8%,-2%,2%,-7,-1%,0.1%,-4%,-6%,-2%,3%,17%
O=C(CCN1C(=O)/C(=C/c2ccc(Cl)cc2)SC1=S)NCCCn1ccnc1,?,-7%,10%,-2,3%,-0.1%,5%,-8%,0%,-4%,7%
O=C1CCC(c2ccc(-n3ccnc3)cc2)=NN1,/,-9%,/,10,2%,/,4%,/,-16%,-4%,/
COc1ccc(S(=O)(=O)N2CCC(C(=O)NCCc3ccccc3)CC2)cc1OC,-4%,1%,0%,12,-5%,-0.4%,/,-1%,-1%,11%,-1%
CC(=O)Nc1ccc(NC(=O)C(C)OC(=O)CN(C)S(=O)(=O)c2ccc(Cl)cc2)cc1 (configuration not stated),?,-4%,-2%,-1,-3%,-1.0%,2%,7%,2%,11%,13%
CCCCc1nc(C(N)=O)c2[nH]c(=O)n(-c3ccccc3F)c2n1,-6%,3%,-7%,-5,-2%,0.0%,-8%,1%,19%,12%,-3%
COc1cc(/C=N/NC(N)=O)cc(Br)c1OCc1ccccc1C,2%,/,-4%,3,-5%,-0.2%,-1%,7%,0%,14%,27%
COc1ccc(N=C2SC(CC(=O)Nc3ccccc3OC)C(=O)N2Cc2ccco2)cc1 (configuration not stated),5%,0%[46.1 µM],3%,3,-1%,-0.2%,6%,-12%,23%,9%,?
Cc1cc(NC(=O)CSc2nc3ccc(Cl)cc3[nH]2)no1,8%,/,-2%,-5,-2%,-0.1%,5%,1%,-3%,18%,-13%
CCOC(=O)c1[nH]ncc1CN1CCCC(C(=O)c2cc(Cl)ccc2OC)C1 (configuration not stated),-22%,3%,-5%,0,-4%,-0.3%,-1%,8%,0%,11%,5%
C[C@@]12CCC3[C@@](CCC4[C@@]3(C)CCC[C@@]4(C)C(=O)Nc3ccc(Cl)cc3)(CC1=O)C2 (some centres not stated),?,-5%,-2%,-40,-4%,0.5%,-2%,-2%,20%,-2%,0%
CC(C)(CO)NCC(O)COc1ccc2c(c1)CCC2 (configuration not stated),-1%,-3%[46.1 µM],2%,1,0%,-0.3%,4%,3%,-2%,-2%,-1%
COc1ccc(C(=O)C2CCCN(C(=O)c3cnsn3)C2)c(C)c1 (configuration not stated),-5%,-1%,3%,-14,-7%,-0.2%,-7%,2%,2%,7%,?
O=C(OCC(=O)N1CCN(c2ccccc2)CC1)c1cc(Br)ccc1Cl,-19%,-5%,-3%,-10,-7%,0.1%,-4%,-4%,8%,0%,?
CN(C)C=Nc1ccccc1C1C=NNC1=O (configuration not stated),0%,/,3%,-4,/,0.0%,/,1%,-2%,19%,7%
Cc1cc(C)cc(OCc2nnc(N)s2)c1,-20%,-3%,-5%,-14,0%,-0.9%,-1%,4%,0%,-2%,0%
COc1cccc(/C=C/C(=O)NNC(=O)c2ccncc2)c1,?,-3%,0%,5,0%,-0.4%,1%,2%,-4%,7%,0%
Cc1ccc2[nH]c(=O)c(NC(N)=S)nc2c1,-11%,6%,-7%,-16,-6%,0.2%,/,-4%,3%,-14%,-1%
COc1ccc(S(=O)(=O)N(C)C)cc1NC(=O)CCNC(=O)c1ccccc1OC,-12%,-3%,2%,9,5%,-1.0%,14%,-1%,7%,-5%,-14%
# New compounds follow:
SMILES,BCR signal inh,TCR act,Tb PFK block,TSHR antag,TSG101-PTAP inh,B2AR arrestin,uPA generation,USP2a inh,Mito fusion act,Eya2 phos inh,ELG1 DNA repair
CCCS(=O)(=O)c1c(S(=O)(=O)CCC)c2cc(CC)ccn2c1C(=O)OC,0%,-1%,-2%,8,-6%,0.0%,-7%,-1%,12%,-2%,?
CCCc1nc(SCC(=O)Nc2ccccc2)c2c(=O)n(C)c(=O)n(C)c2n1,0%,5%,1%,8,4%,-0.3%,2%,-1%,-7%,-15%,-1%
CCOC(CCNC(=O)c1cc2c(=O)[nH]c3ccccc3c2s1)OCC,1%,-2%,1%,-2,-1%,0.4%,6%,1%,14%,1%,-12%
COC(=O)c1cc(OC)c(OC)cc1NC(=O)Nc1ccccc1F,?,5%,4%,-6,0%,0.5%,-6%,3%,-1%,-1%,3%
CCCSc1nc2[nH]ncc2c(=O)[nH]1,1%,-7%[46.1 µM],5%,-1,0%,-0.3%,-1%,2%,-2%,13%,-6%
COc1ccc(NC(=O)CC2C(=O)N(c3ccc(Cl)cc3)C(=S)N2CCc2ccccn2)cc1 (configuration not stated),0%,-1%[46.1 µM],-2%,19,-1%,1.4%,-4%,-9%,20%,-4%,-30%
CCCC(C)c1nnc(NC(=O)C2CC(=O)N(CCc3ccc(F)cc3)C2)s1 (configuration not stated),-10%,6%,-8%,3,-9%,-0.1%,0%,1%,4%,-12%,-26%
O=c1c2ccccc2nc2oc3ccccc3n12,?,14%,-8%,3,0%,0.0%,-2%,-2%,4%,7%,?
COc1ccc2oc(C(=O)CCC(=O)O)c(N)c2c1,5%,-6%,0%,-3,1%,-0.1%,1%,0%,-1%,6%,-1%
CCC1(C)Cc2c(sc3nnn(CC(=O)Nc4ccc(C)cc4)c(=O)c23)CO1 (configuration not stated),-3%,/,4%,-2,0%,-0.7%,7%,0%,-1%,-21%,?
O=C(Cn1nnc(-c2ccc([N+](=O)[O-])cc2)n1)NNC(=O)c1ccccc1,1%,1%,0%,3,-1%,-0.1%,1%,0%,-5%,1%,8%
NNC(=O)CCN1CCN(Cc2ccccc2)CC1,-7%,4%,-1%,13,-7%,-0.9%,4%,1%,-2%,-1%,8%
CCOc1ccc(C(C)=O)cc1COC(=O)C(C)N=C1NS(=O)(=O)c2ccccc21 (configuration not stated),2%,8%,1%,-15,0%,-0.7%,5%,-1%,2%,-3%,-13%
Cc1cc(C)c[n+](-c2nc([O-])sc2C=O)c1,3%,5%,12%,7,-9%,-0.1%,0%,1%,3%,-4%,10%
CCN(C(=O)C(=O)c1c[nH]c2ccccc12)c1ccccc1,?,-2%,1%,-11,-5%,-0.7%,2%,0%,3%,-6%,-9%
CCn1ccnc1CN(C)C(=O)c1ccc2nc(Cc3ccc(OC)cc3)oc2c1,-12%,0%,5%,9,-6%,0.3%,0%,2%,3%,-2%,2%
CCOC(=O)c1c(C(=O)OCC)c(C)n(CCc2ccccc2)c1C,-1%,/,-4%,-4,-4%,-0.5%,5%,3%,23%,1%,?
O=C1OC(/C=C/c2ccccc2)=NC/1=C\c1cccnc1,3%,-5%,-1%,-2,2%,0.2%,0%,1%,2%,-6%,8%
N#Cc1cc[n+](CC(=O)c2ccc(NC(=O)c3ccccc3)cc2)cc1,-6%,5%,0%,-7,-1%,0.0%,-25%,4%,-1%,-8%,30%
Cc1cc(C)c(C(=O)COC(=O)c2c(C)noc2C)cc1C,1%,0%,0%,-8,-1%,-1.5%,-17%,1%,4%,-4%,-1%
O=C1CSc2ccc(C(=O)N3CCN(c4ccccn4)CC3)cc2N1,0%,2%,-1%,-7,-7%,-0.2%,/,-1%,2%,17%,?
COCCCn1cnc2c(c1=O)c1nc3ccccc3nc1n2CCc1ccccc1,-4%,2%,0%,-5,2%,0.0%,-3%,3%,11%,-1%,?
